Screening results as filed in PubChem BioAssay.
LAP4 TOR yeast – modulators of LAP4-GFP expression in yeast, primary screen, S. cerevisiae, multiplex flow cytometry, MLPCN library. 3 h; median GFP as percent of DMSO wells. GFP response vs DMSO, % at 10 µM. actives 0.34% (n = 320,000);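 active = GFP response vs DMSO above a set limit, about the screen mean plus 3 SD, cut at about 150% in these data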
CIT2 TOR yeast – modulators of CIT2-GFP expression in yeast, primary screen, S. cerevisiae, GFP fusion, multiplex flow cytometry, MLPCN library. AID 2029, 2009. GFP response vs DMSO, % at 10 µM. actives 0.065% (n = 320,000). S. cerevisiae CIT2-GFP strain, 3 h; 100 means same as DMSO wells;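 active = GFP response relative to DMSO above a set limit, near the screen mean plus 3 SD, cut at about 150% in these data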;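 note: ratio of well median GFP fluorescence to mean of DMSO wells on the plate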
RPL19A-GFP yeast – RPL19A-GFP expression modulators in yeast, primary screen, cell-based, S. cerevisiae, multiplex flow cytometry, MLPCN | S. cerevisiae RPL19A-GFP strain, 3 h; stronger effect = lower value | percent response vs DMSO, % at 10 µM | actives 0.3% (n = 330,000) | AID 2025, 2009;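 active = percent response vs DMSO below 50%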;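 note: median channel GFP fluorescence of the barcoded RPL19A-GFP strain; ratio of sample median GFP to plate DMSO average so 100% = DMSO; lower means less RPL19A-GFP as with rapamycin TOR inhibition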
AGP1 TOR yeast – modulators of AGP1-GFP expression in yeast TOR pathway, primary screen, cell-based, multiplex flow cytometry, S. cerevisiae, MLPCN library | 3 h; GFP as percent of DMSO wells | GFP response vs DMSO, % at 10 µM | actives 0.02% (n = 320,000);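 active = GFP response relative to DMSO above a set limit, near screen average plus 3 SD, cut at about 150% in these data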;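 note: median GFP channel fluorescence of the gated AGP1 strain per well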
VLA-4 inh – inhibition in human VLA-4 binding assay, primary screen, VLA-4 allosteric modulator project, MLPCN library, flow cytometry, VLA-4 expressing cells; Integrin alpha-4 (Homo sapiens), P13612; inhibition, % (about 7 µM as worked out from the volumes in the protocol); AID 2557, 2010; ligand binding flow cytometry; actives 0.2% (n = 330,000); in the data active = inhibition above about 50%
CR mimetic SO – reduction of superoxide in aged yeast, primary screen, HTS | S. cerevisiae aged cells, superoxide DHE fluorescence; stronger effect = lower value | superoxide response (% of plate mean), % at 10 µM | actives 0.18% (n = 330,000) | AID 2690, 2010;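 active = superoxide response under a set limit, about three screen SD below normal, cut at about 65% in these data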;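 note: yeast aged for seven days with compound at 30 °C before DHE staining; 100% = average MFI of all compound-treated wells on the plate with controls excluded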
MEP2-GFP yeast – modulators of MEP2-GFP levels in yeast, primary screen, S. cerevisiae, multiplex flow cytometry, MLPCN library | S. cerevisiae MEP2-GFP strain, 3 h; 100% = DMSO control level | GFP response vs DMSO, % at 10 µM | actives 0.51% (n = 330,000);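 active = GFP response versus DMSO above a set limit, roughly screen mean plus 3 SD, cut at about 180% in these data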;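 note: median GFP fluorescence of the barcode-gated MEP2-GFP cells per well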
GRK2 aptamer HTS – compounds blocking aptamer binding on GRK2 – biochemical, human GRK2, bead flow cytometry, HTS, primary screen | Beta-adrenergic receptor kinase 1 (Homo sapiens), P25098 | FAM-aptamer displacement from GRK2 | inhibition of aptamer binding, % at 10 µM | actives 0.59% (n = 330,000) | AID 488847, 2010;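 active = inhibition of aptamer binding above 40%, roughly 3 SD of noise, on plates passing a quality check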;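 note: median bead fluorescence of bound FAM aptamer so fluorescent compounds give negative values; no value below 0 was filed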
Target sequence (P25098 whole entry, looked up): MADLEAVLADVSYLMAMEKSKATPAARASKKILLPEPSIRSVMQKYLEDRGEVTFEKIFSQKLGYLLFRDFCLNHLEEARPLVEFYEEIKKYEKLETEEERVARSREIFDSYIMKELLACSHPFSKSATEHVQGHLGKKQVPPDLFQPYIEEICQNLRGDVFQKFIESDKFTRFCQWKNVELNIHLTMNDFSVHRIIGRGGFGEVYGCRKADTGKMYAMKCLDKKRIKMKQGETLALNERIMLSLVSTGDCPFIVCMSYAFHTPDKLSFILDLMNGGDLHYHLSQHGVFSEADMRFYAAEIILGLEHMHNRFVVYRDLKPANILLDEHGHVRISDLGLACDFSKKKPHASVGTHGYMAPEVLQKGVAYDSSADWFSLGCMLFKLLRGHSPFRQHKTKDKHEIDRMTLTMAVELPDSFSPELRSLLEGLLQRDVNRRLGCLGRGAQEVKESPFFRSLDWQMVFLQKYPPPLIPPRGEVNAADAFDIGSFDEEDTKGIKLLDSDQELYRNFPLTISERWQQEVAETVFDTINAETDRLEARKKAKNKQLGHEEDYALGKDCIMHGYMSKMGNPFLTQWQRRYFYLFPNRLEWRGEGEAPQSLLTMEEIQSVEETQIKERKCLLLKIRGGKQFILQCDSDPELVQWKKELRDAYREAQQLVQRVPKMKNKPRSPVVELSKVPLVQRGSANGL
Starred values were filed as active, the others as inactive; i = inactive; · = not tested or not shown.

SMILES | LAP4 TOR yeast | CIT2 TOR yeast | RPL19A-GFP yeast | AGP1 TOR yeast | VLA-4 inh | CR mimetic SO | MEP2-GFP yeast | GRK2 aptamer HTS
COc1cc2[nH]c(=S)n(CC3CCCO3)c(=O)c2cc1OC (stereo not drawn) | 103 | 106 | 99 | 100 | -1 | 120 | 100 | 2
Cc1cc(-c2ccccc2)nn1-c1nc2c(c(=O)[nH]c(=O)n2C)n1C | 97 | 97 | 99 | 102 | 2 | 96 | 100 | 0
CN1CC[n+]2cnc3ccccc3c21 | 94 | 94 | 95 | 91 | 3 | 94 | 95 | 2
O=C(COc1cc(O)c2c(=O)c3ccccc3oc2c1)OCc1ccccc1 | 99 | 104 | 110 | 95 | 7 | 108 | 104 | 1
Cc1sc2ncnc(NS(=O)(=O)c3ccc(Cl)cc3)c2c1C | 105 | 77 | 97 | 87 | 2 | 110 | 100 | 3
CC1CN(S(=O)(=O)Cc2ccccc2)CC(C)O1 (stereo not drawn) | 100 | 106 | 99 | 102 | 0 | 92 | 102 | 1
OCCC1CN(Cc2cccn2-c2ncccn2)CCN1C1CCCC1 (stereo not drawn) | 105 | 94 | 103 | 112 | 5 | 115 | 105 | 0
O=C(NCc1ccccc1)NC1(C(=O)N2CCN3CCCC3C2)CCCCC1 (stereo not drawn) | 105 | 109 | 101 | · | 5 | 99 | 99 | 0
Cc1nonc1NC(=O)c1oc2ccccc2c1C | 109 | 96 | 103 | 88 | -6 | 113 | 107 | 3
CCC(NC(=O)c1ccccc1NC(=O)C(C)(C)C)C(=O)N1CCCC1 (stereo not drawn) | 87 | 92 | 99 | 90 | 11 | 101 | 92 | 1
Cc1cccc(NCc2ccccc2)c1 | 110 | 102 | 99 | 105 | -2 | 93 | 99 | 1
CNC(=S)Nc1cc(S(=O)(=O)Nc2cc(Cl)ccc2Cl)ccc1N1CCCC1 | 93 | 101 | 98 | 94 | 5 | 104 | 99 | 0
Cc1ccnc2nc(C(=O)N3CCN(c4ccc(F)cc4)CC3)nn12 | 94 | 102 | 98 | 95 | 15 | 102 | 95 | 0
Cc1cc2oc(=O)cc(CN3CCCCC3C)c2cc1C (stereo not drawn) | 100 | 102 | 103 | 102 | -19 | 100 | 98 | 0
CCC(C)[C@H](NC(=O)N1CC(=O)Nc2ccccc21)C(=O)N1CCC[C@H]1C(=O)O (stereo partly drawn) | 100 | 99 | 101 | 104 | -16 | 101 | 105 | 0
C[C@H](CO)N1C[C@H](C)[C@@H](CN(C)CC2CCCCC2)Oc2c(NS(=O)(=O)c3ccccc3)cccc2C1=O | 94 | 99 | 100 | 99 | 4 | 122 | 94 | 6
COc1ccc(C(CNC(=O)COc2ccccc2C)N2CCCC2)cc1 (stereo not drawn) | 86 | 90 | 95 | 90 | 16 | 96 | 90 | 2
COc1ccc2oc(=O)cc(-c3cc4cccc(OC)c4o3)c2c1 | 84 | 96 | 92 | 93 | -11 | 90 | 92 | 0
COc1ccc(C=O)cc1COc1ccccc1F | 97 | 88 | 97 | 90 | 5 | 104 | 102 | 4
Cc1cccc(NC(=O)CSc2nnc(-c3ccccc3)n2N)c1 | 97 | 96 | 104 | 108 | 19 | 101 | 105 | 0
Cc1c(N)cccc1N | 113 | 95 | 109 | 106 | -68 | 87 | 97 | 0
CC(C)(C)N1CC(C(=O)O)CC1=O (stereo not drawn) | 85 | · | 83 | 95 | -2 | 95 | 104 | 3
CC1=CC(=NOC(=O)/C=C/c2ccccc2)C=C(C)C1=O | 98 | 114 | 104 | 101 | -4 | 97 | 100 | 3
COc1ccc(-c2c(C)nc3c(-c4ccc(F)cc4)cnn3c2N)cc1 | 105 | 111 | 106 | 104 | 2 | 98 | 111 | 1
O=C(COC(=O)CCc1ccccc1)NNC(=O)c1ccccc1 | 84 | 104 | 99 | 95 | 17 | 98 | 90 | 6

Some values from the entries so far:
Entry of Cc1cccc(NC(=O)CSc2nnc(-c3ccccc3)n2N)c1 under GRK2 aptamer HTS: 0
Entry of Cc1ccnc2nc(C(=O)N3CCN(c4ccc(F)cc4)CC3)nn12 under VLA-4 inh: 15

Further structures:
SMILES | LAP4 TOR yeast | CIT2 TOR yeast | RPL19A-GFP yeast | AGP1 TOR yeast | VLA-4 inh | CR mimetic SO | MEP2-GFP yeast | GRK2 aptamer HTS
Cc1cc(S(=O)(=O)N2CCCC(N3CCOCC3)C2)c(C)cc1Cl (stereo not drawn) | 91 | 106 | 103 | 102 | 16 | 98 | 106 | 2
Cc1ccc(/C=N\Nc2nc3ccc(Cl)cc3[nH]2)o1 | 115 | 93 | 97 | 91 | -11 | 85 | 106 | 0
CCOc1ccccc1NC(=O)NCc1ccc2c(c1)OCO2 | 83 | 95 | 97 | 85 | -7 | 101 | 91 | 2
N=c1c(C(=O)NC2CCCCC2)cc2c(=O)n3ccccc3nc2n1Cc1ccc(F)cc1 | 92 | 95 | 102 | 79 | 8 | 105 | 99 | 5
CCCN(CCC)c1ncnc2nc[nH]c12 | 91 | 103 | 105 | 103 | -3 | 95 | 97 | 0
CCOC(=O)C1=C(Nc2ccccc2)CC(C)(O)C(C(=O)OCC)C1c1ccc(Cl)cc1 (stereo not drawn) | 98 | 95 | 99 | 99 | 4 | 98 | 99 | 0
O=C(CCCC(=O)n1cnc2ccccc21)n1cnc2ccccc21 | 93 | 102 | 99 | 96 | -1 | 104 | 100 | 3
COc1cccc(C(=O)c2c[nH]c(C(=O)NCc3ccco3)c2)c1 | 99 | 103 | 98 | 101 | -2 | 99 | 98 | 2
COc1ccc(NC(=O)CCNS(=O)(=O)c2cc(Br)ccc2Br)cc1S(N)(=O)=O | 94 | 103 | 104 | 103 | 18 | 100 | 103 | 5
COc1ccc(OC)c(NC(=O)c2cc(-c3cc(C)ccc3O)n[nH]2)c1 | 101 | 100 | 104 | 103 | -4 | 100 | 107 | 0
COc1ccc(C(=O)NCC(c2ccccc2)N2CCCC2)cc1S(=O)(=O)N1CCOCC1 (stereo not drawn) | 89 | 99 | 96 | 95 | 15 | 94 | 88 | 0
Cc1cc(C)n(-c2ccc(NC(=O)C3CCN(Cc4ccc(C)o4)CC3)cc2)n1 | 90 | 99 | 97 | 92 | 0 | 87 | 99 | 0
CCOc1ccc(S(=O)(=O)N2CCCC(C(=O)NCc3ccncc3)C2)cc1 (stereo not drawn) | 85 | 97 | 105 | 95 | 0 | 101 | 96 | 3
COC(=O)C(CC(C)C)NC(=O)/C=C/c1ccccc1Cl (stereo not drawn) | 103 | 105 | 102 | 99 | -23 | 93 | 100 | 0
O=C(Oc1cccnc1)c1ccc(Cl)c(Cl)c1 | 111 | 99 | 103 | 108 | 11 | 99 | 102 | 0
Cc1cc(=O)n2c3ccccc3n(C)c2n1 | 100 | 111 | 110 | 101 | 0 | 94 | 105 | 7
O=C(N/N=C(\CC(=O)c1cccs1)C(F)(F)F)c1cccnc1 | 106 | 97 | 100 | 96 | 9 | 117 | 115 | 2
Cc1cc(Br)c(S(=O)(=O)n2nnc3ccccc32)cc1C | 103 | 102 | 97 | 102 | 11 | 91 | 103 | 0
O=C(CCc1ccc(Oc2cc([N+](=O)[O-])cc([N+](=O)[O-])c2)cc1)Nc1cccc(Cl)c1 | 95 | 93 | 94 | 96 | -93 | 81 | 95 | 0
CCCn1nnnc1SCC(=O)Nc1sc(C)c(C)c1C#N | 102 | 97 | 100 | 102 | -2 | 106 | 104 | 0
CN(C)CCNC(=O)C(=O)NCC1OCCN1S(=O)(=O)c1ccc2c(c1)OCCO2 (stereo not drawn) | 96 | 94 | 92 | 90 | 11 | 98 | 99 | 0
COc1ccc(CCNC(=O)CCCCCN2C(=O)[C@@H]3Cc4ccccc4CN3C2=O)cc1OC | 91 | 102 | 101 | 102 | 8 | 83 | 113 | 3
Cc1ccc(CN2C(=O)CSC(C)C2=O)cc1 (stereo not drawn) | 70 | 91 | 88 | 91 | 18 | 102 | 89 | 0
O=C(Nc1cccn(Cc2c(Cl)cccc2Cl)c1=O)C1CC1 | 93 | 86 | 85 | · | 6 | 88 | 92 | 0
COc1ccc(C)cc1NC(=O)c1nnn(Cc2cccc(C(F)(F)F)c2)c1N | 102 | 99 | 103 | 104 | 14 | 89 | 99 | 0
Continued.
SMILES | LAP4 TOR yeast | CIT2 TOR yeast | RPL19A-GFP yeast | AGP1 TOR yeast | VLA-4 inh | CR mimetic SO | MEP2-GFP yeast | GRK2 aptamer HTS
Cc1ccc(NC(=O)Cn2cc(C=O)c3ccccc32)cc1C | 103 | 106 | 104 | 102 | 0 | 98 | 104 | 0
O=C(Cn1cccc1C(=O)c1ccccc1)NCCc1ccc(Cl)cc1 | 86 | 93 | 94 | 94 | -2 | 148 | 95 | 2
O=C(Nc1ncc(Cc2ccccc2)s1)c1cccs1 | 103 | 72 | 84 | 80 | 15 | 92 | 96 | 3
O=C(Nc1ccncc1)C1CCN(S(=O)(=O)c2ccc(Cl)cc2)CC1 | 101 | 100 | 102 | 107 | 18 | 97 | 105 | 0
CC(C)N(C(=O)Cn1c(-c2ccccc2Cl)nc2ccccc21)c1ccccc1 | 102 | 108 | 107 | 105 | 17 | 97 | 109 | 1
COc1cnc(-c2ccccc2)nc1Oc1ccc(Cl)cc1C | 95 | 97 | 97 | 100 | 40 | 124 | 96 | 2
Cc1cc(=O)oc2cc(OCC(=O)OCC(=O)NCCc3ccccc3)ccc12 | 99 | 89 | 98 | 101 | 1 | 104 | 99 | 1
COc1cc(/C=c2\s/c(=C(/C#N)C(=O)N3CCCC3)n(-c3ccccc3)c2=O)ccc1O | 97 | 107 | 100 | 103 | -16 | 105 | 103 | 0
O=C1CC(N2CCN(c3ccccc3)CC2)C(=O)N1c1cccc(Br)c1 (stereo not drawn) | 89 | 97 | 108 | 98 | 7 | 102 | 106 | 0
CCOC(=O)c1ccc(S(=O)(=O)N(CCO)Cc2cc3cc(OC)c(OC)cc3[nH]c2=O)cc1 | 114 | 92 | 92 | 102 | 6 | 106 | 95 | 0
Cc1ccc(N2C(=O)CC(N3CCN(c4ccccn4)CC3)C2=O)cc1 (stereo not drawn) | 115 | 113 | 116 | 120 | 12 | 87 | 116 | 0
COCCn1c(=O)[nH]c2cc(C(=O)N3CCN(c4cc(C)ccc4C)CC3)ccc2c1=O | 90 | 97 | 93 | 94 | -6 | 98 | 103 | 1
COc1cc(/C=C2\SC(=S)N(Nc3ncc(C(F)(F)F)cc3Cl)C2=O)ccc1O | 98 | 97 | 99 | 99 | i | 110 | 107 | 0
COc1ccc(COC(=O)CCS(=O)(=O)c2ccc(C)cc2)cc1F | 117 | 73 | 94 | 99 | 3 | 106 | 96 | 0
O=C(CC1OC(=O)c2ccccc21)NCC1COc2ccccc2O1 (stereo not drawn) | 99 | 105 | 101 | 105 | -2 | 100 | 100 | 1
CC(=O)c1c(C)n([O-])c2cc(C)ccc2[n+]1=O | 103 | 107 | 100 | 105 | 3 | 79 | 107 | 0

Entries of single compounds, looked up by structure. Screens in order: LAP4 TOR yeast	CIT2 TOR yeast	RPL19A-GFP yeast	AGP1 TOR yeast	VLA-4 inh	CR mimetic SO	MEP2-GFP yeast	GRK2 aptamer HTS
`COCCn1c(=O)[nH]c2cc(C(=O)N3CCN(c4cc(C)ccc4C)CC3)ccc2c1=O` is entered as 90	97	93	94	-6	98	103	1
`COc1cc(/C=C2\SC(=S)N(Nc3ncc(C(F)(F)F)cc3Cl)C2=O)ccc1O` is entered as 98	97	99	99	i	110	107	0
`Cc1ccc(N2C(=O)CC(N3CCN(c4ccccn4)CC3)C2=O)cc1` (stereo not drawn) is entered as 115	113	116	120	12	87	116	0
`O=C(Nc1ncc(Cc2ccccc2)s1)c1cccs1` is entered as 103	72	84	80	15	92	96	3
